APOBEC3G inh – APOBEC3G (human) deaminase inhibition. Q9HC16. recombinant A3G, ssDNA deamination FAM/TAMRA fluorescence. inhibition, % at 20 µM. 330,000 tested, 0.28% active. AID 493012;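 active means inhibition of at least 40% at 20 µM, with no more than 30% in the related APOBEC3A deaminase screen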;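 further: plate controls were DMSO wells with A3G for no effect and wells lacking A3G enzyme for full effect; some compounds called inactive have numbers as strong as hits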
Target sequence (Q9HC16 whole entry, looked up): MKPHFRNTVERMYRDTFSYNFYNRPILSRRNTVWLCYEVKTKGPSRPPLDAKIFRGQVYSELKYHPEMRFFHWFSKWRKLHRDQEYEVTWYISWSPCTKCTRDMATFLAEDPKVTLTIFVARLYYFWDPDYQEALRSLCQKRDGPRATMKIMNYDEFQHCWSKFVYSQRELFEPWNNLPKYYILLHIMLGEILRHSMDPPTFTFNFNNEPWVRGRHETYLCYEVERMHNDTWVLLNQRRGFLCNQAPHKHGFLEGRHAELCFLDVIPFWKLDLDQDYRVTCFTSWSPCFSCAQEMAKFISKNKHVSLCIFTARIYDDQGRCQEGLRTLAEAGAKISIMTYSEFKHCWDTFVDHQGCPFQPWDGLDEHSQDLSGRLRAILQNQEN
mIAP activ – increases mouse intestinal alkaline phosphatase activity. 330,000 tested, 0.24% active. activation factor at 10 µM. AID 2805. muIAP, CDP-Star luminescence, 30 min; stronger effect = higher value; 1 = vehicle-only enzyme signal, 0 = enzyme-free wells;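 active means activation factor of at least 2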; further: the source names both 10 and 20 µM as test concentration; values of inactives mirror those of a sister screen read the other way
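Assay system: mouse IAP enzyme / Compound: DMSO-dissolved test compounds / Timing: 30 min, room temperature / Measured by: luminescence from enzymatic CDP-Star hydrolysis / Control set: DMSO-only wells, enzyme-free buffer wells as negative control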
hIAP activ – human IAP activation; purified human IAP, CDP-Star luminescence, 30 min; stronger effect = higher value; 1 = vehicle-only enzyme, 0 = enzyme-free background; 330,000 tested, 0.16% active; P09923; activation factor at 10 µM;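 active means activation factor of the enzyme at least 2-fold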; further: the source names both 10 and 20 µM as test concentration; values of inactives mirror those of a sister screen read the other way
A3A deaminase – inhibitors of human APOBEC3A DNA deaminase; 330,000 tested, 0.41% active; P31941; recombinant A3A, FAM/TAMRA ssDNA deamination fluorescence; inhibition, % at 20 µM;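 active means at least 40% inhibition at 20 µM here, with at most 30% in a related deaminase screen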;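 further: plate controls were A3A with DMSO for no effect and wells lacking A3A enzyme for full effect; some results filed as inactive read as strong as hits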
Target sequence (P31941 whole entry, looked up): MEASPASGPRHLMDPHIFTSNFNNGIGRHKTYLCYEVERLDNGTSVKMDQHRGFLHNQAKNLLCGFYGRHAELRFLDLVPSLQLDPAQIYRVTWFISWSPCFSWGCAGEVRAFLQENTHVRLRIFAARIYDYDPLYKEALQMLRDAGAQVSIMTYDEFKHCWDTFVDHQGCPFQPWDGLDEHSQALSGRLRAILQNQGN
mIAP inh – mouse IAP inhibition; purified mouse IAP, CDP-Star luminescence, 30 min; inhibition, % at 10 µM; 330,000 tested, 0.2% active; AID 2806;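 active means inhibition of at least 40% at 10 µM in the primary screen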;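 further: plate controls were DMSO with enzyme for no effect and no enzyme wells for full effect; values of inactives mirror those of a sister screen read the other way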
MPTP inh – inhibitors of mitochondrial permeability transition pore; 360,000 tested, 1.4% active; inhibition, % at 10 µM; isolated mouse mitochondria, Ca2+ swelling absorbance, 30 min;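 active means inhibition of 50% or more, scaled per plate between neutral and stimulator controls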;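 further: 0% = DMSO wells given calcium and 100% = 1 mM EGTA wells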
MIN6 prolif – MIN6 beta-cell proliferation induction; MIN6 cells proliferation, ATPlite luminescence, 48 h; cells starved in 0.2% serum; 100% = growth in 10% serum; proliferation, % at 10 µM; 330,000 tested, 0.29% active;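 active means compounds whose signal lies at least 3.5 SD above the mean of all wells on their plate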;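 further: 0% = DMSO-treated cells in low-serum medium and 100% = 10% serum control; some compounds called inactive have numbers as strong as hits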
NR3A LBD binder – NR3A (human) ligand-binding domain modulation. AID 1259313. Tm shift relative to glycine control, % at 25 µM. 340,000 tested, 2.5% active. NR3A LBD differential scanning fluorimetry, Tm shift; 0% = protein alone, 100% = glycine-bound protein;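 active means melting temperature shift of at least 10% of the positive control shift, at one fixed dose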
hIAP inh – blocks human intestinal alkaline phosphatase. P09923. purified IAP, CDP-Star luminescence, 30 min. inhibition, % at 10 µM. 330,000 tested, 0.12% active;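 active means inhibition reaching a set limit with compound at 10 µM in the primary screen, cut at about 35% in these data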;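 further: plate controls were DMSO wells with enzyme for no effect and no-enzyme buffer wells for full effect; values of inactives mirror those of a sister screen read the other way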
Starred values were filed as active, the others as inactive; · = no result given.

SMILES	APOBEC3G inh	mIAP activ	hIAP activ	A3A deaminase	mIAP inh	MPTP inh	MIN6 prolif	NR3A LBD binder	hIAP inh
Cc1cc(C)cc(N)c1	-8	0.93	0.95	-3	8	-1.1	-2	2	5
CCOC(=O)c1c(C)[nH]c(C)c1C(=O)CSc1nc(N)cc(=O)[nH]1	-3	1	1.1	1	0	-0.9	-3	1	-14
COc1ccc(C2N(C(=O)C(F)(F)F)C(C)CN2S(=O)(=O)c2ccc(C)cc2)cc1 (stereo unspecified)	-8	0.84	0.84	2	16	0.0	0	1	16
Cc1cccc(NC(=S)NNC(=O)c2csc(C)c2)c1	-11	0.94	0.85	-6	6	-0.3	0	2	15
COc1ccccc1NC(=O)CCCCCN1C(=O)c2cccc([N+](=O)[O-])c2C1=O	-3	0.98	1.2	-5	2	1.0	0	-1	-25
O=C(O)c1cc2c(cc1NC(=O)C1CCCC1)OCCO2	3	0.95	1	3	5	-0.2	-3	0	-2
O=C1C(=O)N(CCN2CCOCC2)C(c2ccccc2F)/C1=C(\O)c1ccc(S(=O)(=O)N2CCOCC2)cc1 (stereo unspecified)	-5	1	1	-4	-4	-1.8	2	1	0
Cn1cccc1/C=C1\CCc2ccccc2C1=O	-4	1.1	0.86	-6	-5	2.1	-4	2	14
CCC(CO)N=CC1=C(O)CC(C)(C)CC1=O (stereo unspecified)	-6	0.98	1.3	-2	2	1.0	-3	2	-27
COc1ccc(-c2cc(=O)oc3cc(OCC(=O)N[C@@H](Cc4c[nH]c5ccccc45)C(=O)O)ccc23)cc1	8	0.85	0.77	-2	15	-2.2	0	-7	23
O=C(COc1ccc2ccc(=O)oc2c1)Nc1cccnc1	-4	1	1	-2	0	-0.4	5	0	0
CCN1C(N(C)C)=NC[C@@H]1Cc1ccccc1	23	1	1.1	-1	-1	-1.7	1	0	-9
CC(C)(C)C1CC=C2C(C#N)=C(N)C(C#N)(C#N)C(c3cccs3)C2C1 (stereo unspecified)	-6	0.94	0.9	-3	6	·	-4	·	10
Cc1ccc(S(=O)(=O)Nc2cc(C)nn2-c2ccccc2)cc1	-3	1	0.88	-7	-3	-0.6	-5	1	12
CC1CCCCC1NC(=O)c1cc(S(=O)(=O)N2CCOCC2)ccc1Cl (stereo unspecified)	-1	1.1	1.1	3	-7	-0.4	-1	1	-12
C/C(=N\OC(=O)NC1CCCCC1)c1sc(-c2ccccc2)nc1C	-4	0.91	0.97	-2	9	7.0	-4	0	2
COc1ccccc1/C=C(\NC(=O)c1cccc(C)c1)C(=O)Nc1ccccn1	-6	0.95	1.1	-3	5	-0.7	1	-3	-7
COc1ccc(-c2nnc(NC(=O)CS(=O)(=O)c3ccc(F)cc3)o2)c(OC)c1	-5	1.1	1.1	1	-5	2.3	-2	-1	-7
O=C(COC(=O)C1=COCCO1)Nc1ccccc1Oc1ccccc1	-5	1	1.2	-8	-3	0.6	1	-13	-21
COc1ccc(S(=O)(=O)N2CCN(C(=O)CCOc3ccccc3)CC2)cc1OC	-7	1	0.97	-1	-1	-0.4	5	0	3
COC(=O)c1ccc(NC(=O)Nc2ccc(OC)c(OC)c2)cc1	-2	1.6	1.3	0	-57	15	2	21*	-32
CCc1nnc(NC(=O)c2ccc(N(C)S(=O)(=O)c3ccccc3)cc2)s1	0	1	0.81	3	-4	-0.5	-2	0	19
Cc1ccc(N(CC(=O)NCCSCc2ccco2)S(=O)(=O)c2ccc(C)cc2)cc1	1	1.1	1.2	-1	-7	1.0	-5	3	-18
O=C(Cn1ncc2c1-c1ccccc1OC2)N(Cc1ccco1)C1CCCCC1	0	1.1	1	1	-13	-2.5	-1	1	0

As entered above.
`CCc1nnc(NC(=O)c2ccc(N(C)S(=O)(=O)c3ccccc3)cc2)s1` @ mIAP activ: 1
`COc1ccccc1/C=C(\NC(=O)c1cccc(C)c1)C(=O)Nc1ccccn1` @ mIAP inh: 5
`COc1ccc(S(=O)(=O)N2CCN(C(=O)CCOc3ccccc3)CC2)cc1OC` @ mIAP inh: -1

Additional results:
SMILES	APOBEC3G inh	mIAP activ	hIAP activ	A3A deaminase	mIAP inh	MPTP inh	MIN6 prolif	NR3A LBD binder	hIAP inh
CC1=C(C(=O)NCCN2CCOCC2)C2(CCC(C)CC2)OC1=O (stereo unspecified)	-7	0.98	0.95	-3	2	-0.9	-6	2	5
CC(Oc1ccccc1)C(=O)N1CCN(c2ncccn2)CC1 (stereo unspecified)	-3	1	1	1	-1	0.8	-3	0	0
CN(C)c1ccc(C(=O)OCC(=O)N2CCCC2)cc1	-5	0.94	0.89	-2	6	1.1	0	-1	11
Cc1cc2[nH]c(=O)c(=O)[nH]c2cc1S(=O)(=O)NC1CCC(C)CC1 (stereo unspecified)	-10	0.96	0.97	-4	4	-1.0	0	-4	3
CCN(Cc1ccccc1)Cc1nc(CCc2ccccc2)no1	-2	1	1.1	1	-2	2.0	-1	-2	-15
CC1=NNC(=O)C1C(c1cccc(O)c1)C(C#N)C#N (stereo unspecified)	-2	1	1.1	-5	-4	2.1	2	-1	-7
CCOc1ccc(S(=O)(=O)NCCC(=O)NCCOc2ccccc2OC)cc1	-7	0.98	0.99	0	2	-0.9	-6	21*	0
CCCCn1c(N)c(N(CC)C(=O)c2cccc(OC)c2)c(=O)[nH]c1=O	-6	0.93	0.93	-2	7	-0.8	1	1	7
CCCn1c(N)c(C(=O)CSc2nc3ncc(Cl)cc3[nH]2)c(=O)n(C)c1=O	4	0.9	1.1	-2	10	-0.2	-3	0	-7
Cc1cccc(OCC(=O)Nc2ccc(S(=O)(=O)N3CCCC3)cc2)c1	1	1.1	0.92	4	-10	-1.5	-3	-8	8
COc1ccc(C/C(O)=C(\C#N)c2nc3ccccc3s2)cc1	-2	1.1	1.3	-3	-8	38	0	-8	-34
O=C(NCC(=O)N1CCC(Cc2ccccc2)CC1)c1ccc(Cl)cc1	-2	0.97	1	-1	2	-1.7	-1	0	-4

The closing two records of the section above are carried over, then new ones follow:
SMILES	APOBEC3G inh	mIAP activ	hIAP activ	A3A deaminase	mIAP inh	MPTP inh	MIN6 prolif	NR3A LBD binder	hIAP inh
COc1ccc(C/C(O)=C(\C#N)c2nc3ccccc3s2)cc1	-2	1.1	1.3	-3	-8	38	0	-8	-34
O=C(NCC(=O)N1CCC(Cc2ccccc2)CC1)c1ccc(Cl)cc1	-2	0.97	1	-1	2	-1.7	-1	0	-4
Cc1ccc(-c2c3c(=O)n(C)c(=O)n(C)c3cn2Cc2cccnc2)cc1	-3	1.1	0.97	-1	-8	-1.0	0	5	3
O=C(O)c1ccc(/C=N/Nc2ccc(F)cc2F)cc1	-7	1.1	1.2	1	-6	2.1	0	0	-21
Nn1c(SCC(=O)NC2CCCCC2)nnc1-c1ccccc1	0	1	0.97	0	-2	-1.6	1	-1	3
Cn1cc([N+](=O)[O-])c(C(=O)Nc2ccc3nc(-c4ccccc4)[nH]c3c2)n1	-5	1.1	1.1	0	-8	-0.5	-3	-12	-12
CC(NC(=O)C(=O)Nc1nccs1)c1ccccc1 (stereo unspecified)	-3	0.91	1.1	0	9	1.5	0	1	-6
O=C1c2cccc3cccc(c23)C(=O)N1CCCCCc1n[nH]c(=S)o1	9	1.1	0.91	-2	-8	-0.8	-4	4	9
COc1ccc2[nH]c(=O)c3c(c2c1)OC(C)(C)C=C3	-1	0.93	1	1	7	0.5	8	1	-3
COc1ccc(CCNC(=O)Cn2cnc3scc(-c4ccccc4)c3c2=O)cc1OC	0	1	1	-4	-1	2.7	-4	3	-2
Cc1ccc(NC(=S)Nc2ccccn2)c(C)c1	2	0.97	0.94	1	3	-4.6	-1	1	6
CC(=O)C1=C(O)C(=O)N(c2nccs2)C1c1ccccc1 (stereo unspecified)	-5	0.94	0.94	-2	6	-0.8	0	-1	6
CC(=O)Nc1ccc(S(=O)(=O)N(CC(=O)Nc2cc(C)on2)Cc2ccc(F)cc2)cc1	-6	1	0.89	1	-4	2.1	-2	0	12
O=C(NCc1ccncc1)Nc1ccc2c(c1)OCO2	-4	0.97	1.2	-1	2	0.3	-2	-1	-22

Some of the entries so far, with values under each structure:
Every second line gives: APOBEC3G inh	mIAP activ	hIAP activ	A3A deaminase	mIAP inh	MPTP inh	MIN6 prolif	NR3A LBD binder	hIAP inh
CC(NC(=O)C(=O)Nc1nccs1)c1ccccc1 (stereo unspecified)
    -3	0.91	1.1	0	9	1.5	0	1	-6
O=C1c2cccc3cccc(c23)C(=O)N1CCCCCc1n[nH]c(=S)o1
    9	1.1	0.91	-2	-8	-0.8	-4	4	9
COc1ccc2[nH]c(=O)c3c(c2c1)OC(C)(C)C=C3
    -1	0.93	1	1	7	0.5	8	1	-3

New compounds follow.
SMILES	APOBEC3G inh	mIAP activ	hIAP activ	A3A deaminase	mIAP inh	MPTP inh	MIN6 prolif	NR3A LBD binder	hIAP inh
O=C(c1cc(-c2cccnc2)nc2ccccc12)N1CCCc2ccccc21	-2	1	0.93	-1	0	0.8	-2	-4	7
O=C(NN=C1CCCCCCCCCCC1)c1cccnc1	-6	1.1	1	3	-7	0.1	-1	-1	-1
O=C(Nc1ccc(S(=O)(=O)N2CCOCC2)cc1)c1ccco1	2	1.1	0.95	2	-9	-0.6	0	0	5
Cn1cccc1CC(=O)N/N=C\c1c2ccccc2cc2ccccc12	-6	1	0.92	-4	-2	1.3	-4	-4	8
CC(NS(=O)(=O)c1ccc2c(c1)OCCCO2)C(=O)O (stereo unspecified)	-4	1.1	0.95	-1	-8	-0.4	-2	-3	5
CCOC(=O)c1nc(-c2ccc(OC)c(OC)c2)no1	-5	1.1	1.1	-3	-7	0.1	-1	1	-8
Cc1nc(SCC(=O)N2CCOCC2)c2c(C)c(C)sc2n1	-12	0.97	0.93	-2	3	0.4	-3	-1	7
C/C(=N\NC(=O)c1nn(C)c(C)c1Br)c1ccc(NC(=O)C2CCCC2)cc1	-5	1	1	0	-1	-1.4	-1	-16	-2
O=c1cnnc(N/N=C/c2cccs2)[nH]1	-3	1	0.97	0	-3	1.3	-2	0	3
O=C(NCc1ccc(F)cc1)C1CC(=O)N(Cc2ccco2)C1 (stereo unspecified)	-7	0.99	1	-2	1	-0.3	7	4	-1
COc1ccc(C(=O)Cc2ccccc2)cc1OC	-7	1.1	1.2	-5	-11	-0.8	3	0	-19
O=C1CCCN2N=C(SCC(=O)N3N=C(c4ccc(Br)cc4)CC3c3ccc(F)cc3)SC2=N1 (stereo unspecified)	-5	0.87	1.2	0	13	0.1	-4	-1	-17
Cc1c(NC(=O)COC(=O)Cn2cc(C(F)(F)F)ccc2=O)cccc1[N+](=O)[O-]	0	1	1	4	-1	-1.6	5	1	-3
C/C(=N/NC(N)=S)c1cc2ccc(O)cc2oc1=O	-4	0.91	1	-5	9	2.6	-4	0	0

Another view of some results above.
SMILES,APOBEC3G inh,mIAP activ,hIAP activ,A3A deaminase,mIAP inh,MPTP inh,MIN6 prolif,NR3A LBD binder,hIAP inh
O=C(c1cc(-c2cccnc2)nc2ccccc12)N1CCCc2ccccc21,-2,1,0.93,-1,0,0.8,-2,-4,7
CC(NS(=O)(=O)c1ccc2c(c1)OCCCO2)C(=O)O (stereo unspecified),-4,1.1,0.95,-1,-8,-0.4,-2,-3,5
Cc1c(NC(=O)COC(=O)Cn2cc(C(F)(F)F)ccc2=O)cccc1[N+](=O)[O-],0,1,1,4,-1,-1.6,5,1,-3

Screening data from PubChem BioAssay.
